Pf apPOL inh: Pf-apPOL DNA polymerase inhibition | 210,000 tested, 0.25% active | Recombinant Pf-apPOL, molecular beacon fluorescence, 1.5 h | inhibition, % at 10 µM
mHTT-CaM PPI inh: disrupts binding of mutant huntingtin to calmodulin; P42858; AlphaScreen His-mHTT/GST-CaM binding, luminescence; inhibition, % at 15 µM; 190,000 tested, 3.6% active; AID 1671202;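 note: 0% = both proteins with DMSO and 100% = one protein alone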
Target sequence (P42858 whole entry, looked up, stated change not applied): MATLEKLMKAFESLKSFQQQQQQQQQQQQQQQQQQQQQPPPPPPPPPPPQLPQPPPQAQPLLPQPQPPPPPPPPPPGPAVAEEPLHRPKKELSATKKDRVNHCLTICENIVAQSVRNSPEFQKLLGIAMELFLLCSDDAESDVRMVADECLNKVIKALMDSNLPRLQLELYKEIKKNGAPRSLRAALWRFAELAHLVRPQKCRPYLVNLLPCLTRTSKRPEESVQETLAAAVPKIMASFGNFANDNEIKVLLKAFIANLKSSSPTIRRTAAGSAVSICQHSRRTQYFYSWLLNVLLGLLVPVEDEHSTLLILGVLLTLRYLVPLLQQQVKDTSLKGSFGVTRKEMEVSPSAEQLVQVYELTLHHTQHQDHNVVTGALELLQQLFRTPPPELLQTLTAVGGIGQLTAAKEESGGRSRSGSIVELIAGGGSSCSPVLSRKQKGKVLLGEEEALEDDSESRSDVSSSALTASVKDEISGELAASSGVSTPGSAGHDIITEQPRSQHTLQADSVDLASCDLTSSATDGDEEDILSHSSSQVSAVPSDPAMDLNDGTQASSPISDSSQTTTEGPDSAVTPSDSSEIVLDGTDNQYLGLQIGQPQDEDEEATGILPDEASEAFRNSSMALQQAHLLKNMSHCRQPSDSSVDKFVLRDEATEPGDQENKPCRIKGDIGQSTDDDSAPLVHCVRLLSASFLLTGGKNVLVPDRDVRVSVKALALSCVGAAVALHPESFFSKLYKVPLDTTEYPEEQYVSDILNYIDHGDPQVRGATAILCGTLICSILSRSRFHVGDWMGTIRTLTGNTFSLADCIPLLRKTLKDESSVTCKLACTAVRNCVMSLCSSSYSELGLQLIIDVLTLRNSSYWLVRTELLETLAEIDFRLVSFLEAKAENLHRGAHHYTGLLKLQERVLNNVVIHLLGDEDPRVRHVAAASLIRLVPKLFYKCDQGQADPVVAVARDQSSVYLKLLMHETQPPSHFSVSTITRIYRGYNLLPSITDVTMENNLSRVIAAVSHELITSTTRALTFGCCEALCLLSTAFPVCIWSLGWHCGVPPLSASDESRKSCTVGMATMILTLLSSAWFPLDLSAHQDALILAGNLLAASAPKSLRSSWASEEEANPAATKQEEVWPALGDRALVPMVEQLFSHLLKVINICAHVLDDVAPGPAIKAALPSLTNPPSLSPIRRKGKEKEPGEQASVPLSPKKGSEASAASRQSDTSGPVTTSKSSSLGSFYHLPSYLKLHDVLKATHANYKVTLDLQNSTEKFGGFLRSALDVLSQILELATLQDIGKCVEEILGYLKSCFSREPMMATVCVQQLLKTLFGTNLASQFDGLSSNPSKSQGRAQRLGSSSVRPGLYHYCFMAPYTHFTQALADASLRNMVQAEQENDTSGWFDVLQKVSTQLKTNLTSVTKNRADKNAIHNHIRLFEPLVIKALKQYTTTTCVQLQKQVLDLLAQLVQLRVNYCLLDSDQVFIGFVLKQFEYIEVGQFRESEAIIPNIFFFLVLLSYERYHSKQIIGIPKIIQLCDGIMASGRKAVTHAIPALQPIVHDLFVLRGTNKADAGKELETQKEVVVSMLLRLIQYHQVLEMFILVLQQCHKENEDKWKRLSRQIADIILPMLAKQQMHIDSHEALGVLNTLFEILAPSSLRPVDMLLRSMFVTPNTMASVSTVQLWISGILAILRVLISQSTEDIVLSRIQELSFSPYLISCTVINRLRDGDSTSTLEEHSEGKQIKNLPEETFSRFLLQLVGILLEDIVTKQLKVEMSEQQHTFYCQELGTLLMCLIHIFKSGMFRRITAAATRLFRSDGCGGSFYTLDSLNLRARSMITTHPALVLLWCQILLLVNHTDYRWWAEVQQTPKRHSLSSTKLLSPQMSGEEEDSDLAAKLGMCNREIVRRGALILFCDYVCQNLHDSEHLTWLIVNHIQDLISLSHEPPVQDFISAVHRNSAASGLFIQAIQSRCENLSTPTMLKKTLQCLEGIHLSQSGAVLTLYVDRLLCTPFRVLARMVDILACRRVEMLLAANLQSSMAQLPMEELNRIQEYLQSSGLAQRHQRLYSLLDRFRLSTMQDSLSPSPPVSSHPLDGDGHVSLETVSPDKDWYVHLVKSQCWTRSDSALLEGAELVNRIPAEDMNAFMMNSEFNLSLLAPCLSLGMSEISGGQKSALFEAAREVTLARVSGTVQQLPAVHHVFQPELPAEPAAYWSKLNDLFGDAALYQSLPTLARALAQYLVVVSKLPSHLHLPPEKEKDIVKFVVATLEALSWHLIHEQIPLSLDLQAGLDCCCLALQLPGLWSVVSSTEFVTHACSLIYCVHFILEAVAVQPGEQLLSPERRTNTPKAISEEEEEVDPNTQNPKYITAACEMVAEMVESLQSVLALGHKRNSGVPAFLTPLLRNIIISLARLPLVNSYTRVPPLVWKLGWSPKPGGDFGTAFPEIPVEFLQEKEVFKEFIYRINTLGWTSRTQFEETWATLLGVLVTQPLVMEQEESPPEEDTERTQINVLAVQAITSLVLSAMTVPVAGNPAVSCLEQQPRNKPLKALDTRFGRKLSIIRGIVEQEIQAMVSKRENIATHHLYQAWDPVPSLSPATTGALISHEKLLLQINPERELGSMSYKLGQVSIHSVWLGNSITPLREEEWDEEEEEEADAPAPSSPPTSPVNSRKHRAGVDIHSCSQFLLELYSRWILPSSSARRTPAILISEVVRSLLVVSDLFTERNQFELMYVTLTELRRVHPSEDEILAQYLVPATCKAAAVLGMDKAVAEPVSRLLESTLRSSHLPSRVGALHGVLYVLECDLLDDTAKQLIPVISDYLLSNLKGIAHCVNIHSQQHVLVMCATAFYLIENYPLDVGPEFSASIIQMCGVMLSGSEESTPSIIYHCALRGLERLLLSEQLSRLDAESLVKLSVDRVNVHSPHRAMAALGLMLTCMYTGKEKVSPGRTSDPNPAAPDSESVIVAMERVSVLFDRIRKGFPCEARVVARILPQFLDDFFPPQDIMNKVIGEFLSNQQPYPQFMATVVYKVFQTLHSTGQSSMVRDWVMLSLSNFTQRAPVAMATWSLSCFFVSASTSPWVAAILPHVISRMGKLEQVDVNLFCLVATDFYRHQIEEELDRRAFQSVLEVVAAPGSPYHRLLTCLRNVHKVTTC
* hit, by the source's call; nt = no result given; & = joins results of further samples. Cut-off read from the data, not from the text of the source: active = inhibition above about 50%; inactive = the rest.

SMILES	Pf apPOL inh	mHTT-CaM PPI inh
CCC1C=C(c2ccc([N+](=O)[O-])cc2)OC(N2CCCCC2)C1C (stereo unspecified)	-4	3
COc1nonc1OCC(C)(C)Nc1ccc([N+](=O)[O-])cc1[N+](=O)[O-]	-7	14
Cc1cc(OCC(=O)Nc2cccc(F)c2)nc(N2CCCCC2)n1	-2	0
Cc1ccc2nc(SCCN3CCOCC3)[nH]c2c1	9&-5	5&-7
CCc1cccc(NC(=O)C2CCN(c3c(C#N)cnc4ccc(OC)cc34)CC2)c1	-1	-10
N=C1NC(=O)C(Cc2cccc(C(F)(F)F)c2)S1 (stereo unspecified)	7	-16
Cn1cc2c3c(cccc31)CN(C(=O)Nc1ccccc1C(F)(F)F)CC2	-6	15
O=C(CCCS(=O)(=O)c1ccccc1)Nc1nc2c(F)cc(F)cc2s1	-1	-2
O=C(NC(=O)N1CCN(c2ccc(C(F)(F)F)cc2[N+](=O)[O-])CC1)c1ccccc1Cl	-26	nt
O=C(c1ccco1)N1CCCCC1CCN1CCCC1 (stereo unspecified)	-8	-7

Another view of some results above.
SMILES | Pf apPOL inh | mHTT-CaM PPI inh
CCC1C=C(c2ccc([N+](=O)[O-])cc2)OC(N2CCCCC2)C1C (stereo unspecified) | -4 | 3
COc1nonc1OCC(C)(C)Nc1ccc([N+](=O)[O-])cc1[N+](=O)[O-] | -7 | 14
Cc1cc(OCC(=O)Nc2cccc(F)c2)nc(N2CCCCC2)n1 | -2 | 0
Cc1ccc2nc(SCCN3CCOCC3)[nH]c2c1 | 9&-5 | 5&-7
CCc1cccc(NC(=O)C2CCN(c3c(C#N)cnc4ccc(OC)cc34)CC2)c1 | -1 | -10
N=C1NC(=O)C(Cc2cccc(C(F)(F)F)c2)S1 (stereo unspecified) | 7 | -16
Cn1cc2c3c(cccc31)CN(C(=O)Nc1ccccc1C(F)(F)F)CC2 | -6 | 15

Returning to the listing, repeating the two entries before the break.
SMILES	Pf apPOL inh	mHTT-CaM PPI inh
O=C(NC(=O)N1CCN(c2ccc(C(F)(F)F)cc2[N+](=O)[O-])CC1)c1ccccc1Cl	-26	nt
O=C(c1ccco1)N1CCCCC1CCN1CCCC1 (stereo unspecified)	-8	-7
COc1ccc(Cl)cc1C(=O)Nc1ccc(C)c(-c2nc3ncccc3o2)c1	-1	0
CC(=O)N1CCN(c2cccc(Cl)c2C)C(=O)C1C (stereo unspecified)	-2	-7
CCN(CC)CCNC(=O)c1ccc(CN2C(=O)C3CCCN3C(=O)c3ccccc32)cc1 (stereo unspecified)	-1	-1
Cc1ccc2nsnc2c1NC(=O)COc1ccc(Cl)cc1Cl	-2	1
Cc1cc(C2C(C#N)=C(N)N(c3ccccc3Cl)C3=C2C(=O)CCC3)c(C)s1 (stereo unspecified)	0	23
COc1ccc2nc3sc(C(=O)Nc4ccc(F)cc4F)cc3cc2c1	3	2
Cc1cccc(NC(=O)N2CCC(N3CCN(Cc4ccc(F)cc4)C3=O)CC2)c1	-1	6
Cn1cc(CN2CCC(C(=O)NC3CCCC3)CC2)c2cc(Cl)ccc21	-8	-1
C=CCNC(=O)c1cc2c(=O)n3cc(C)ccc3nc2n(Cc2ccco2)c1=N	-8	5
CN(C)CCOc1ccc(Br)cc1Cl	-2	3
CCOC(=O)Oc1ccc2c(=O)c(Oc3cc(C)cc(C)c3)coc2c1	3	12
COCC(C)(O)CNC(=O)C(=O)NC1CC1 (stereo unspecified)	-3	-14
Cc1ccc(N2CCN(C(=O)c3cn4ccccc4n3)CC2)cc1	1	12
C=CCOc1ccc2c3c(c(=O)oc2c1C)CCC3	-3	5
Cc1cccc(-n2nc(C)c3sc(N4CCC(NC(=O)C5CCCC5)CC4)nc32)c1	-3	1
COC(=O)c1ccc(C(=O)N(Cc2ccsc2)Cc2ccccn2)cc1	-6	-11
Cc1n[nH]c(C)c1S(=O)(=O)N1CCCC1	1	-13
COc1ccc(CNc2ncnc3c2nc2n3CCCCC2)cc1	0	4
COc1cccc(NC(=O)Cn2c(C)nc3c(c2=O)CCN(Cc2ccccc2)C3)c1	8	9
Cc1ccc(NC(=O)c2ccc(-c3cncnc3)nc2)cc1F	-3	16

Molecules from the list above that have a cyano group (2):
SMILES	Pf apPOL inh	mHTT-CaM PPI inh
CCc1cccc(NC(=O)C2CCN(c3c(C#N)cnc4ccc(OC)cc34)CC2)c1	-1	-10
Cc1cc(C2C(C#N)=C(N)N(c3ccccc3Cl)C3=C2C(=O)CCC3)c(C)s1 (stereo unspecified)	0	23

The list continues.
SMILES	Pf apPOL inh	mHTT-CaM PPI inh
COc1ccc(S(=O)(=O)N(CC(=O)NC2CC2)c2ccc(Cl)cc2)cc1	-7	2
O=C(Nc1cnc(-c2ccc(F)cc2)nc1)c1ccccc1	1	-4
CC(=O)NC1C(Oc2ccc(Cl)cc2)OC2COC(C)(C)OC2C1O (stereo unspecified)	-8	-2
COc1cccc(CNC(=O)c2nnn(-c3ccc(OC(F)(F)F)cc3)c2N)c1	1	-3
CC1CCN(C(=O)c2ccc(OCC3CCN(C(=O)c4ccc(C#N)cc4)CC3)cc2)CC1	3	-7
COc1ccc(-n2nc3ccc(NC(=O)c4ccc([N+](=O)[O-])c(C)c4)cc3n2)cc1	-1	13
COc1ccc(C2C3=C(CC(C)(C)CC3=O)Nc3nc(SC)nn32)cc1Br (stereo unspecified)	-2	0
COc1ccc(-c2cccc(C3CC=CC4C3C(=O)N(Cc3ccccc3)C4c3ccc(C(F)(F)F)cc3)c2)cc1 (stereo unspecified)	-3	2
COCCn1c(SCc2c(F)cccc2Cl)nc2c(c1=O)SCC2	-3	17
CCCCN(C)CCCN1C(=O)c2ccccc2C1C(=O)NC1CCCCC1 (stereo unspecified)	-13	-4
Cc1c(C(=O)NCCN2CCCC2)oc2ccc(S(=O)(=O)N3CCOCC3)cc12	-13	-1
O=C(NC(=O)c1ccccc1Cl)OCc1ccc(Cl)cc1Cl	-5	nt
CC(Cc1ccccc1)N=C1SCC(=O)N1Cc1ccccc1 (stereo unspecified)	-2	-83
CC(C)Cc1cc2c(c(N)n1)c(=O)oc1ccccc12	0	-12
N#C/C(=C\c1ccc(-c2ccc3c(c2)C(=O)NC3=O)o1)c1nc2ncc(Br)cc2[nH]1	-5	73*
Cc1ccc(-c2nc3ncccc3o2)cc1NC(=O)COc1ccc(Cl)cc1	91*	1
CCCCN(C)CCNS(=O)(=O)c1cc(Br)cc2c1N(C(=O)CC)CC2	1	-1
Cc1ccc(/C=C2\SC(N3CC(C)OC(C)C3)=NC2=O)o1 (stereo unspecified)	-1	3
COc1ccc(N2C(=O)C3CCCN3C2c2ccc(Cl)c(Cl)c2)cc1 (stereo unspecified)	-2	68*
Cc1ccnc(N2CCCC(C(=O)NCCN3CCN(C)CC3)C2)n1 (stereo unspecified)	-5	-6
CCN1C(=O)c2cccnc2Sc2cc(C(=O)Nc3ccc(F)cc3)ccc21	-5	5
O=C(Nc1ccc(-n2ccc(C(F)(F)F)n2)cc1)Nc1ccc2c(c1)CCO2	13	nt
COCc1nnc(NC(=O)c2c(-c3ccccc3)noc2C)s1	-1	-1
CC(C)(C)C1CCC2(CC1)NC(=O)N(CC(=O)NCc1ccc3c(c1)OCO3)C2=O (stereo unspecified)	-1	8
CC1CN(c2cc(Oc3ccc(F)c(F)c3)ncn2)CCN1C(=O)C1CC1 (stereo unspecified)	-4	2
Cc1cc(NC(=O)Nc2ccc(Cl)cc2)n(C)n1	-10&-7	nt
Cc1nc2sc3c(nnn4c5ccccc5nc34)c2c(C)c1Cl	0	-2
CC1CCCN(c2nn(CC(=O)Nc3ccccc3F)c(=O)c3ccccc23)C1 (stereo unspecified)	-1	0
CC(=O)N1c2c(cc(Br)cc2S(=O)(=O)N2CCC(C)CC2)CC1C (stereo unspecified)	-3	14
O=[N+]([O-])c1ccc(CSc2nnc(-c3ccc(Cl)cc3Cl)o2)cc1	-5	3

Profiles as entered above. Screens in order: Pf apPOL inh | mHTT-CaM PPI inh
CC(=O)N1c2c(cc(Br)cc2S(=O)(=O)N2CCC(C)CC2)CC1C (stereo unspecified) across the screens: -3 | 14
CC1CN(c2cc(Oc3ccc(F)c(F)c3)ncn2)CCN1C(=O)C1CC1 (stereo unspecified) across the screens: -4 | 2
Cc1nc2sc3c(nnn4c5ccccc5nc34)c2c(C)c1Cl across the screens: 0 | -2
CC1CCCN(c2nn(CC(=O)Nc3ccccc3F)c(=O)c3ccccc23)C1 (stereo unspecified) across the screens: -1 | 0
CC(C)(C)C1CCC2(CC1)NC(=O)N(CC(=O)NCc1ccc3c(c1)OCO3)C2=O (stereo unspecified) across the screens: -1 | 8

The list continues:
SMILES	Pf apPOL inh	mHTT-CaM PPI inh
CCCC(=O)Nc1ccc(NC(=O)c2ccc(C)cc2)cc1	-4	5
O=C(NCCc1ccccc1)c1nnn2c1COC(c1ccc(Br)cc1)C2 (stereo unspecified)	10	2
CN(C)c1nnnc2c1cnn2-c1ccccc1	-2	-16
O=C(NCc1ccco1)c1cc2nc(-c3ccc(Br)cc3)cc(C(F)(F)F)n2n1	2	2
CC(C)c1nnc2n1CCN(C(=O)c1cc(-c3cccs3)[nH]n1)C2	-4	4
Cc1c(C(=O)Nc2ccc(S(=O)(=O)N3CCOCC3)cc2)cccc1[N+](=O)[O-]	-11	6
CN(C)CCNC(=O)c1ccc(=O)n(C)n1	-4	-13
Cc1ccc(OCC(=O)NC2CC(O)C(CO)C2)cc1 (stereo unspecified)	-8	-2
CN1C(=O)c2cccnc2Sc2cc(C(=O)Nc3ccc(F)cc3)ccc21	-6	38
COc1ccc(C2C(=C(O)c3ccc([N+](=O)[O-])cc3)C(=O)C(=O)N2CCO)cc1OC (stereo unspecified)	2	1
CCN1c2cc(C(=O)NCc3cccc(F)c3)ccc2C(=O)N2CCCCC21 (stereo unspecified)	-4	-17
O=C(Cn1c(=O)[nH]c2ccsc2c1=O)NCc1cccs1	-4	0
O=[N+]([O-])c1ccc(N2CCC(c3ccccc3)CC2)c(S(=O)(=O)N2CCOCC2)c1	-8	0
Cc1c(Br)c(C(F)(F)F)nn1CC(=O)NCC1CCCO1 (stereo unspecified)	0	-5
O=C(O)CNC(=O)/C(=C\c1ccc2c(c1)OCO2)NC(=O)c1ccccc1Cl	-4	-2
O=[N+]([O-])c1ccc(S(=O)(=O)N2CCN(c3ccc(Cl)cc3)CC2)cc1	-1	-6
O=C(NC1CCCCCC1)c1ccc(Cn2cncn2)cc1	0	-5
COc1ccccc1N1C(=O)c2ccc(-c3nc4cc(C)ccc4o3)cc2C1=O	-1	-5
O=C(CSc1cn(CCNC(=O)c2ccccc2F)c2ccccc12)Nc1nccs1	1	11
CSc1nnc2c(n1)OC(c1ccc(O)c(O)c1)Nc1ccc(Br)cc1-2 (stereo unspecified)	0	-1
Cc1nc(-c2ccccc2F)sc1C(=O)NC1CC1	-6	1
Cc1cc(C)c(C)c(S(=O)(=O)N2CCCC2c2nc(-c3cccc(Cl)c3)no2)c1C (stereo unspecified)	-3	-7
COc1ccc(C)cc1NC(=O)c1cc2cc3ccc(Cl)cc3nc2o1	-5	2
COc1ccc(NC(=O)NCC2CCN(Cc3ccccc3SC)CC2)cc1OC	-3	4
O=C(Nc1cccc(Cl)c1)C1CCCN(c2nccnc2Oc2ccccc2)C1 (stereo unspecified)	-5	-10
CCCCN1CC(COc2ccccc2)Oc2cc(Br)ccc2S1(=O)=O (stereo unspecified)	-3	-30
COc1c(C)c(C)c(OC)c(S(=O)(=O)N2CCCCC2)c1C	nt	-8
CCC(=O)Nc1cc([N+](=O)[O-])ccc1OC	0	-4
Cc1cccc(CN2CCCn3nc(C(=O)NCc4ccccc4F)cc3C2=O)c1	2	4
